PglD inh = blocks C. jejuni PglD acetyltransferase activity. 360,000 tested, 0.098% active. AID 602405. purified PglD enzyme, DTNB colorimetric CoA detection. inhibition, % at 12.5 µM; in the data active = inhibition above about 16%, passing the limit was not always enough; also: strong numbers were not always called active
miR122 inh = inhibitors of miR-122 in Huh7 cells; Huh7 miR-122 Renilla luciferase sensor, 48 h; neutral wells = 0, positive control = 100; activation (reporter increase), % at 12.5 µM; 340,000 tested, 0.3% active; AID 602342;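 active = mean replicate activation score at least 90 and every replicate individually at or above 90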;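 also: higher luciferase means less miR-122 activity so hits act as miR-122 inhibitors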
FN deposit inh = fibronectin deposition inhibition; AH1F fibroblasts, Alexa488-fibronectin deposition fluorescence, overnight; inhibition, % at 12.6 µM; 350,000 tested, 0.086% active;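 active = mean inhibition across replicates of 30% or more, regardless of how many single replicates reach that level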;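 also: positive control wells lacked labelled fibronectin entirely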
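test system = AH1F fibroblasts assembling fluorescent fibronectin matrix | quantity = 10000 AH1F cells per well | buffer or medium = DMEM plus 2% serum, read in PBS | doses = single dose, pinned | incubation = 1 h cell attachment, overnight exposure to compound and label | detection = fluorescence at 485 nm excitation, 525 nm emission | read-out basis = inhibition from reduced deposited-fibronectin fluorescence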
Cneo AK release = Cryptococcus neoformans lysis via adenylate kinase release; C. neoformans lysis, adenylate kinase release luminescence, 4 h; normalised: neutral wells 0, clomiphene wells 100; AID 651654; lysis activity, % at 15 µM; 360,000 tested, 0.2% active;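 active = mean lysis activity across replicates of at least 80%, whatever share of replicates individually reach that level; inactive = mean lysis activity below 80%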
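Material: C. neoformans cells; Schedule: 4 h static compound exposure, 37 °C, read 1 h post-reagent; Measured by: adenylate kinase release luminescence; Read-out: signal increase indicating cell lysis; Controls: Clomiphene as positive lysis control.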
PGC1a acetyl inh = PGC1a acetylation modulation, inhibitor mode | 350,000 tested, 0.17% active | AID 651687 | inhibition, % at 15.6 µM | U2OS PGC1a acetylation, AlphaScreen anti-acetyl-lysine; with virally co-expressed GCN5 acetyltransferase;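 active = every replicate shows inhibition of at least 40%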;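 also: 0% = neutral control wells and 100% = positive control wells; some results beyond the cut were filed as inactive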
GSIS activator = GLuc luminescence reporter in INS-1E cells, primary screen for activators of glucose-dependent secretion of insulin; INS-1E GLuc reporter insulin secretion, 2-3 h; activation, % at 16.6 µM; 370,000 tested, 0.61% active; AID 743287;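 active = lowest replicate activation of at least 40%, so every replicate reaches that level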;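 also: 0% = median of neutral control wells and 100% = median of IBMX positive control wells; some compounds called inactive have numbers as strong as hits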
CFTR F508del cor = correctors of CFTR F508del function in bronchial epithelial cells; activity (quench increase), % at 7.58 µM; 350,000 tested, 0.36% active; CFBE cells, YFP halide quenching; stimulated with forskolin plus potentiator P3; % fluorescence drop versus neutral controls; AID 720511;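 active = mean added fluorescence quench of at least 8% versus neutral control, with both replicates also reaching 8%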;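 also: cells transiently co-express mutant CFTR-F508del with the halide-sensitive YFP; corrector assay measuring rescue of mutant channel to the surface after 24 h compound exposure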
Statin myotox sup = suppression of simvastatin myotoxicity; C2C12 myotubes + simvastatin, ATP luminescence, 48 h; scaled: DMSO 0, geranylgeraniol control 100; rescue of ATP level, % at 7.49 µM; 330,000 tested, 0.78% active; AID 602340;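 active = mean ATP rescue above about 67%, or every replicate alone reaching that limit, limit read from the data, passing the limit was not always enough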;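 also: myotubes were challenged with 10 µM simvastatin during compound exposure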
An asterisk follows results filed as active; / = not tested or not shown; [ ] = dose if it differs, or a comment.

SMILES	PglD inh	miR122 inh	FN deposit inh	Cneo AK release	PGC1a acetyl inh	GSIS activator	CFTR F508del cor	Statin myotox sup
CNC(=O)CCN(Cc1ccco1)S(=O)(=O)c1ccc(OC)c(OC)c1	/	/	-12	/	/	-3	-34	2
CCOC(=O)C1CCN(C(=O)Cc2c(C(=O)O)n(CC)c3ccccc23)CC1	-3	/	/	1	5	12	/	6
Cc1ccc(-c2ccc([C@H]3[C@@H](CO)N4CCCCN(S(=O)(=O)c5ccccc5C)C[C@@H]34)cc2)cc1	-7	2[16.7 µM]	/	0	-5	7	-1.8	5
C[C@@H]1CN([C@H](C)CO)C(=O)c2c(c3ccccc3n2C)-c2ccccc2CO[C@H]1CN(C)C(=O)Nc1ccc(-c2ccccc2)cc1	/	/	2	/	5	-9	2.3	/
C[C@H]1CCCCO[C@H](CN(C)CC2CC2)[C@@H](C)CN([C@@H](C)CO)C(=O)c2cc(NC(=O)c3ccncc3)ccc2O1	1	1[16.7 µM]	/	1	12	9	-4.0	-21
C[C@H](CO)N1C[C@H](C)[C@@H](CN(C)S(=O)(=O)c2cn(C)cn2)Oc2c(NC(=O)C3CC3)cccc2C1=O	1	18[16.7 µM]	/	-3	5	12	-0.2	2
O=C(Nc1ccc(O)c(-c2nc3ccccc3s2)c1)c1cc(=O)c2ccccc2o1	-21	-5	2	6	8	13	/	/
CCC(C)N(C)C1CCN(C(=S)Nc2cccc(SC)c2)CC1 (stereo not drawn)	-5	-11	6	8	-5	-23	-2.2	-8
COCCNC(=O)C[C@H]1C[C@@H]2c3cc(NC(=O)CC4CC4)ccc3O[C@@H]2[C@H](CO)O1	-1	-1[16.7 µM]	-7	-3	-3	-2	-2.0	-7
O=C1CN(C(=O)c2ccc(Cl)c([N+](=O)[O-])c2)c2ccccc2N1	6	-1	9	-1	-10	7	-0.8	9

Given with two lines to a compound: 5 of the compounds above.
Sequence of screens: PglD inh | miR122 inh | FN deposit inh | Cneo AK release | PGC1a acetyl inh | GSIS activator | CFTR F508del cor | Statin myotox sup
> C[C@H](CO)N1C[C@H](C)[C@@H](CN(C)S(=O)(=O)c2cn(C)cn2)Oc2c(NC(=O)C3CC3)cccc2C1=O
    1 | 18[16.7 µM] | / | -3 | 5 | 12 | -0.2 | 2
> O=C(Nc1ccc(O)c(-c2nc3ccccc3s2)c1)c1cc(=O)c2ccccc2o1
    -21 | -5 | 2 | 6 | 8 | 13 | / | /
> CCC(C)N(C)C1CCN(C(=S)Nc2cccc(SC)c2)CC1 (stereo not drawn)
    -5 | -11 | 6 | 8 | -5 | -23 | -2.2 | -8
> COCCNC(=O)C[C@H]1C[C@@H]2c3cc(NC(=O)CC4CC4)ccc3O[C@@H]2[C@H](CO)O1
    -1 | -1[16.7 µM] | -7 | -3 | -3 | -2 | -2.0 | -7
> O=C1CN(C(=O)c2ccc(Cl)c([N+](=O)[O-])c2)c2ccccc2N1
    6 | -1 | 9 | -1 | -10 | 7 | -0.8 | 9

(cont.)
SMILES	PglD inh	miR122 inh	FN deposit inh	Cneo AK release	PGC1a acetyl inh	GSIS activator	CFTR F508del cor	Statin myotox sup
CCC(=O)Nc1nnc(C(C)(C)C)s1	3	1	/	-1	-4	-1	/	2
COc1ccc(NC(=O)N(C)C[C@@H]2OCCCC[C@@H](C)Oc3ccc(NS(=O)(=O)c4cn(C)cn4)cc3C(=O)N([C@H](C)CO)C[C@H]2C)cc1	-6	4[16.7 µM]	/	-5	10	0	3.2	/
O=C(CCn1cccc(C(F)(F)F)c1=O)Nc1cccc(C(F)(F)F)c1	8	-6	-3	0	-3	0	-0.3	/
O=C(CNC(=O)COc1ccccc1)NCc1ccccc1F	/	-4	6	/	/	10	/	-3
COc1ccc(CNC(=O)N(C)C[C@@H]2OCc3ccccc3-c3c(n(C)c4ccccc34)C(=O)N([C@@H](C)CO)C[C@H]2C)cc1	0	/	0	-4	7	-8	-0.3	35
COc1ccc(NC(=O)CN2c3cccc4cccc(c34)S2(=O)=O)cc1	4	-2	/	3	-2	/	/	99*
COC(=O)C1=C(C)N(C)C(=O)NC1c1cc(Cl)cc(Cl)c1OC (stereo not drawn)	/	-4	/	/	5	-5	/	23
CCOc1ccc(NC(=O)Nc2nc(SCC)ns2)cc1	-9	1	4	0	-1	2	-0.2	-7
O=C(COC(=O)CC1CCCC1)Nc1ccc(Cl)cc1	/	/	2	/	/	4	-3.2	28
O=C1CC(c2ccncc2)c2cc3c(cc2N1)OCCO3 (stereo not drawn)	6	0	/	-2	5	/	/	126*
Cn1nc(C(C)(C)C)cc1C(=O)N1CCCCC1c1cc(C(=O)NCc2cccnc2)no1 (stereo not drawn)	0	-4	-6	1	-12	6	-2.4	0
COc1cccc(S(=O)(=O)Nc2ccc3c(c2)OC[C@H](C)N(C(=O)Cc2cccnc2)C[C@H](C)[C@@H](OC)CN(C)C3=O)c1	/	/	-4	/	3	-5	1.9	/
CCCCNc1c(-c2ccc(OC)c(SC3CCCCC3)c2)nc2cc(C)ccn12	-2	45	-4	4	0	25	5.4	-115
COc1ccc(-c2nnc(SCCC(=O)O)n2C)cc1OC	2	-3	/	0	9	15	/	2
CCN1CCN(c2ccc(NC(=O)c3ccc(Cl)c(N4CCCC4=O)c3)cc2)CC1	-2	-2	1	2	11	7	1.9	5
O=C(Cn1ncc2c(=O)oc3ccccc3c21)N1CCN(c2ccccn2)CC1	7	-2	-1	-1	7	/	/	5
CCCNC(=O)Nc1cc(C)on1	0	7	0	1	1	/	/	-11
O=C(N/N=C/c1cccc([N+](=O)[O-])c1)c1cc(-c2ccc3c(c2)OCO3)n[nH]1	-1	-4	1	0	-4	4	0.4	/
NC(=O)C1(Nc2ccc(Br)cc2)CCCC1	0	-3	-3	1	9	-2	0.6	-1
CCCc1cc(=O)[nH]c(SCC(=O)NC2CCCCC2)n1	5	9	/	1	-13	2	-0.3	10
CN(CC(=O)Nc1cccc(F)c1)C(=O)c1ccc(-c2ccc(Cl)cc2)o1	-1	-1	-44	-2	0	-17	3.3	2
CCOc1ccc(N2C(=O)Nc3ccccc3C2(O)C(=O)NCc2ccc(OC)cc2)cc1 (stereo not drawn)	/	/	-8	/	0	13	2.4	/
CCOC(=O)c1ccc(C(=S)N2CCCC2)cc1	2	0	7	3	2	18	2.4	-4
COc1ccc(N2CCN(C(=O)CC(C)S(=O)(=O)c3ccc4c(c3)NC(=O)CO4)CC2)cc1 (stereo not drawn)	-3	-2	1	4	-1	10	-1.1	-2
Cc1ccc(S(=O)(=O)Nc2ccc3c(c2)C(=O)N([C@H](C)CO)C[C@@H](C)[C@H](CN(C)S(=O)(=O)c2cccs2)OCCCC[C@H](C)O3)cc1	-2	-4[16.7 µM]	0	-2	-6	-4	1.7	/
CCCCC1=NN(C(=O)c2ccco2)C(O)(C(F)(F)F)C1 (stereo not drawn)	/	/	-3	/	5	-1	2.4	/
CC(C)(C)N1C(=O)c2ccc(C(=O)Nc3ccc(O)cc3)cc2C1=O	2	/	-5	-6	/	-2	-5.8	-50
C=CCn1c2ccccc2c2nnc(SCC(N)=O)nc21	6	-2	4	0	5	17	0.8	15
NS(=O)(=O)c1ccc(NC(=O)Nc2ccc(S(N)(=O)=O)cc2)cc1	2	-2	9	-1	-3	6	4.0	/
c1ccc(CNc2c3c(nc4ncnn24)CCC3)cc1	-2	0	2	-1	6	16	2.5	8
O=C(C[C@H]1C[C@@H]2c3cc(NC(=O)Nc4ccccc4F)ccc3O[C@@H]2[C@@H](CO)O1)NCc1ccc2c(c1)OCO2	2	-4[16.7 µM]	/	19	-8	3	2.8	3
C[C@@H]1CCCCO[C@@H](CN(C)Cc2ccc(C(F)(F)F)cc2)[C@@H](C)CN([C@H](C)CO)C(=O)c2cc(NC(=O)Nc3ccccc3)ccc2O1	-2	5[16.7 µM]	-3	-3	9	-9	0.6	/
CN(Cc1nccn1C)C(=O)C1CCC(=O)N(CCc2ccc(Cl)cc2)C1 (stereo not drawn)	-4	5	/	-2	/	14	-1.2	-3
Cc1ccc(-n2nc3c(c2NC(=O)c2cccs2)CS(=O)(=O)C3)c(C)c1	-5	-6	-10	-4	-6	7	0.3	15
COc1ccc(N(CCC#N)S(=O)(=O)c2cccc3nsnc23)cc1	1	-8	-4	4	-16	15	/	/
CCc1ccccc1NC(=O)c1cc(-c2ccc(OC)cc2)on1	-3	-10	-11	-1	-11	21	-2.7	-5
C[C@@H]1CCCCO[C@H](CN(C)Cc2ccncc2)[C@@H](C)CN([C@H](C)CO)C(=O)c2cc(NC(=O)Cc3ccccc3)ccc2O1	1	1[16.7 µM]	-4	-1	2	-1	-3.8	-8
CCN1CCN(C(CNS(=O)(=O)c2ccc(Br)cc2)c2cccnc2)CC1 (stereo not drawn)	4	/	/	1	/	19	-1.6	-2
O=C(NCCN1CCOCC1)C(Sc1ccccc1)c1ccccc1 (stereo not drawn)	/	/	-5	/	12	6	0.5	/
C[C@@H]1CN([C@H](C)CO)S(=O)(=O)c2ccc(C3=CCCC3)cc2O[C@H]1CN(C)C(=O)C1CCCCC1	4	0[16.7 µM]	/	-7	-6	-15	1.9	-35
COC(=O)C(C)N(C(=O)c1ccc(C(=O)c2ccccc2)cc1)c1c(C)cccc1C (stereo not drawn)	6	35	-4	2	-13	-30	/	7
C[C@@H]1CC[C@]2(C(=O)O)CC[C@]3(C)C(=CCC4[C@]56CC[C@@](O)(OC5)C(C)(C)C6CC[C@]43C)C2[C@H]1C (stereo partly drawn)	0	2	/	0	9	/	/	10
COc1ccc(S(=O)(=O)CCC(=O)N2CCN(c3ccc(C(C)=O)cc3)CC2)cc1	1	-5	-3	-1	/	-22	1.7	-2
CN(C)c1ncnc2c1ncn2-c1ccccc1	0	-3	1	0	-22	15	-5.0	1
CC(C)(C)NC(=O)c1ccccc1-c1nc(-c2ccccc2Cl)no1	2	7	/	-1	17	/	/	/
C[C@@H]1CCCCO[C@H](CN(C)S(=O)(=O)c2ccc(F)cc2)[C@H](C)CN([C@@H](C)CO)C(=O)c2cc(NS(=O)(=O)c3cn(C)cn3)ccc2O1	8	11[16.7 µM]	7	1	-30	5	-0.7	/
CC1CCc2cc(F)ccc2N1C(=O)c1cnc2sccn2c1=O (stereo not drawn)	-5	-8	-3	1	5	/	2.8	-5
Cc1ccccc1CNc1nnnn1C	-1	-4	1	-2	47	7	0.2	5
O=C(C1=C[C@@H](c2ccc3c(c2)OCO3)C[C@@H](OCc2ccc(CO)cc2)O1)N1CCCCC1	2	/	/	17	-4	/	-0.8	/
CN(C)c1ccc(CN(C(=O)c2ccco2)C2CCS(=O)(=O)C2)cc1 (stereo not drawn)	1	-6	2	-1	12	/	/	/

The listing continues:
SMILES	PglD inh	miR122 inh	FN deposit inh	Cneo AK release	PGC1a acetyl inh	GSIS activator	CFTR F508del cor	Statin myotox sup
CCOC(=O)N/N=C\c1ccc(OC(=O)c2ccco2)cc1	-5	-2	-4	4	-6	-3	3.4	1
N#C[C@@H]1[C@@H](c2ccccc2C2=CCCCC2)[C@@H](CO)N1C(=O)C1CCOCC1	/	/	-5	/	1	0	1.7	/
C/C=C/c1ccc(OC)c(OC(C)=O)c1	/	4	5	/	-4	/	/	8
CN(CC(=O)Nc1ccccc1Br)C(=O)c1ccccc1OCc1ccc(Cl)cc1	1	7	-3	5	-14	-56	0.0	8
CC(C)NC(=O)N(C)C[C@@H]1Oc2cc(C#Cc3ccccn3)ccc2S(=O)(=O)N([C@H](C)CO)C[C@@H]1C	3	-1[16.7 µM]	/	-2	1	-3	-0.6	4
Cc1ccc(CNc2ccc3c(c2)ncn3C(C)(C)C)cc1	/	-1	-2	/	-5	-17	1.4	-20

Bioassay records from PubChem BioAssay.
